M1 antag: human M1 muscarinic receptor antagonists, primary screen, CHO-K1 cells, Fluo-8 calcium fluorescence, 1536-well; 360,000 tested, 1.3% active; CHO-K1 hM1, ACh EC80 antagonist; inhibition, % at 3 µM; AID 588852, 2011;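 active means percent inhibition above its own plate's cutoff, namely the mean of that plate's compound wells plus 3 SD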;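 further: peak over basal fluorescence ratio during 140 s after agonist addition; 0% = ACh EC80 plus DMSO and 100% = DMSO alone without agonist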
M1 ag parental: counter-screen for M1 agonists: effect in parental CHO-K1 cells | AID 602248, 2012 | Fluo-8 calcium fluorescence; scaled to maximal ATP response, vehicle zero | activation, % at 3 µM | 360,000 tested, 0.48% active; in the data active means activation above about 15%;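 further: untransfected CHO-K1 host cells lacking M1 receptor as counterscreen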
TAAR1 ag: human TAAR1 agonists, primary screen, Fluo-8 calcium fluorescence, CHO RD-HGA16 cells; Trace amine-associated receptor 1 (Homo sapiens), Q96RJ0; vehicle wells 0%, saturating PEA agonist 100%; activation, % at 3 µM; 360,000 tested, 0.99% active; AID 624467, 2012;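 active means activation above the mean activation of all test compounds in the run plus 3 SD, cut at about 38% in these data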
Target sequence (Q96RJ0 whole entry, looked up): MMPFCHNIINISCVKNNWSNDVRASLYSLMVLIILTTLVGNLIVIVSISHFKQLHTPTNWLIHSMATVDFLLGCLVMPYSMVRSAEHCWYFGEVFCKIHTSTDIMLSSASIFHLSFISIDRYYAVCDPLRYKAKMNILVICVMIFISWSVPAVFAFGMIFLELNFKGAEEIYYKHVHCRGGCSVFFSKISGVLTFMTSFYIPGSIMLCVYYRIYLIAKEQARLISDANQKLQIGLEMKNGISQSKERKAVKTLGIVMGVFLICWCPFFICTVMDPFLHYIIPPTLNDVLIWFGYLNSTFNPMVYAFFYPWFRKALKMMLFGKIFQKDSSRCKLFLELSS
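Test system: RD-HGA16 (CHO) cells co-expressing Gα16 and hTAAR1 / Benchmarks: DMSO vehicle as 0%, PEA at EC100 as 100% / Repeats: no replicates (n 1) / Measure: % activation from peak over basal fluorescence ratio, DMSO-to-PEA scaled / Timing: 17-24 h plating, Fluo-8 75 min 37 °C, 30 min RT / Technique: kinetic Fluo-8 calcium fluorescence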
M1 ag: human M1 muscarinic receptor agonists, primary screen, Fluo-8 calcium fluorescence, CHO-K1 cells, HTS; activation, % at 3 µM; 360,000 tested, 0.33% active; CHO-K1 hM1, agonist mode; 0% DMSO, 100% acetylcholine EC100; Muscarinic acetylcholine receptor M1 (Homo sapiens), P11229;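 active means activation above the run's mean compound activation plus 3 SD, cut at about 16% in these data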;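 further: peak over basal fluorescence ratio within a 140 s kinetic read after compound addition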
TAAR1 antag: human TAAR1 antagonists, primary screen, Fluo-8 calcium fluorescence, CHO RD-HGA16 cells; antagonist; inhibition, % at 3 µM; 360,000 tested, 1.5% active; Trace amine-associated receptor 1 (Homo sapiens), Q96RJ0;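 active means inhibition above a per-plate cutoff, the mean inhibition of test compounds on that plate plus 3 SD, cut at about 49% in these data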;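 further: 0% = DMSO plus EC80 beta-PEA response and 100% = DMSO alone without agonist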
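Material: RD-HGA16 CHO cells with stable hTAAR1 and Gα16; Dosing: single nominal final test compound concentration of 3 µM; Schedule: seeding 17-24 h prior, 75-min 37 °C, 30-min RT dye loading; Detection: kinetic Fluo-8 calcium fluorescence measurement; Measure: % inhibition from peak post-agonist over basal fluorescence ratio; Benchmarks: vehicle and agonist controls.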
CHO parental Ca: ATP-evoked calcium signal inhibitors, parental CHO, primary screen, counter-screen for OX1R antagonist project, cell-based, fluorescence, Fluo-8 calcium dye | 330,000 tested, 0.63% active | inhibition, % at 5.6 µM | parental CHO-K1, ATP-induced calcium, Fluo-8 fluorescence;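 active means inhibition above that plate's mean sample inhibition plus 3 SD, cut at about 26% in these data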;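 further: 0% = ATP-challenged DMSO wells and 100% = DMSO wells without ATP; some compounds past the cut are filed as inactive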
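Material – parental CHO cells · Reagent – ATP stimulus · Compound – single nominal dose of 5.6 µM per compound · Detection – Fluo-8 fluorescence · Read-out basis – percent inhibition of calcium signal · Controls – ATP-challenged DMSO wells low, unchallenged DMSO wells high · Repeats – no replicates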
OXTR potentiator: human OXTR potentiators, primary screen, fluorescence, CHO-OTR cells, Fluo-8 calcium | Oxytocin receptor (Homo sapiens), P30559 | Fluo-8 calcium fluorescence, potentiator mode; 0% = oxytocin EC15, 100% = EC100 | activation, % at 3 µM | 320,000 tested, 0.061% active | AID 2445, 2010;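 active means activation above that plate's cutoff, the mean activation of tested compounds plus 3 SD, cut at about 6.6% in these data, passing the limit was not always enough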;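 further: 100% uses oxytocin at 75 nM as the full agonist control; some results filed as inactive read as strong as hits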
Target sequence (P30559 whole entry, looked up): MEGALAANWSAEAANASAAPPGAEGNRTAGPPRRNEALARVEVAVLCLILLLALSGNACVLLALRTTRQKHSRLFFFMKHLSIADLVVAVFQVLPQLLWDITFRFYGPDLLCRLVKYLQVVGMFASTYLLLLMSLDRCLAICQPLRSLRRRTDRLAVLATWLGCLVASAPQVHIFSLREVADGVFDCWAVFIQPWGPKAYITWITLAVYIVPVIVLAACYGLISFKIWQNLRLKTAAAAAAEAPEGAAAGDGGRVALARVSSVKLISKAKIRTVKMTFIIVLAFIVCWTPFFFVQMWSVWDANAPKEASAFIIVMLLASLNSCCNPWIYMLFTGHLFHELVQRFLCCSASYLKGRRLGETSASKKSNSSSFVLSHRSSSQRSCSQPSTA
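Material: human OTR in CHO cells. Compound: 3.0 µM, one dose. Timing: compound 6 min at room temperature before oxytocin, 100 s read. Evaluation: % activation of max/min ratio relative to oxytocin controls. Replication: single well per compound, singlicate. Signal: Fluo-8 calcium dye fluorescence.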
M1 PAM parental: nonselective calcium activators in parental CHO-K1 cells, primary screen, counter-screen for M1 PAM project, cell-based, Fluo-8 calcium fluorescence, full deck, 1536-well. ATP EC20; 0% at ATP EC20, 100% at ATP max. activation, % at 3 µM. 360,000 tested, 0.02% active. AID 602247, 2012;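 active means activation above the run cutoff, the mean activation of all test compounds plus 3 SD, cut at about 40% in these data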;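 further: peak over basal fluorescence ratio in a 140 s read after ATP addition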
CHO-K1 Ca antag: counter-screen for M1 antagonists: effect in parental CHO-K1 cells; ATP-induced calcium, Fluo-8 fluorescence; inhibition, % at 3 µM; 360,000 tested, 0.6% active; AID 602250;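 active means inhibition above a per-plate cutoff, the plate's mean sample inhibition plus 3 SD, cut at about 24% in these data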;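 further: 0% = DMSO plus EC80 ATP and 100% = DMSO alone without ATP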
* hit, by the source's call; x = not tested or not shown.

SMILES	M1 antag	M1 ag parental	TAAR1 ag	M1 ag	TAAR1 antag	CHO parental Ca	OXTR potentiator	M1 PAM parental	CHO-K1 Ca antag
CC1(C)Cc2c(sc(NC(=O)c3ccc(S(=O)(=O)N4CCCCCC4)cc3)c2C#N)C(C)(C)N1	-4	3.8	9	-4	0	-6	-4	-5	-4
CSc1ccc(CN(C)C(=O)c2ccc(S(=O)(=O)Nc3c(C)n(C)n(-c4ccccc4)c3=O)cc2)cc1	-7	0.1	-3	-8	-5	x	x	4	-11
CCOC(=O)C1CCCN(C2=NC(=O)/C(=C/c3ccc(OC)c(OC)c3)S2)C1 (stereo not drawn)	-3	1.1	-1	-4	13	-12	-3	0	-15
CC(CCOS(N)(=O)=O)c1ccccc1 (stereo not drawn)	-5	0.4	x	-4	x	12	1	6	-3
O=[N+]([O-])c1nn(-c2cccc(Cl)c2)n(O)c1=NCc1cccnc1	-5	0.0	-1	-6	24	-1	-5	1	8
Cc1cccc(N2CCN(S(=O)(=O)c3c(C(=O)N4CCCCC4)c(C)n(C)c3C)CC2)c1C	11	4.8	5	-1	20	-18	-11	1	0
Cc1ccc(NC(=O)N(CCCN2CCOCC2)Cc2cccs2)cc1C	-31	0.2	1	-3	3	-18	1	20	-14
CCCOc1ccc2[nH]c(C(=O)N/N=C/c3cc(OC)c(OC)c(OC)c3)cc2c1	6	1.5	12	-4	43	-10	-12	-13	4
CCCSc1nsc(NC(=O)CCC)n1	2	1.7	6	-7	-8	-18	-6	7	-8
Cc1sc2nc(SCC(=O)Nc3ccccc3F)[nH]c(=O)c2c1C	-9	0.6	10	-2	-19	2	-8	8	-12
COc1cccc(N2CCN(C(=O)c3ccc(N4C(=O)NC5CC4(C)Oc4ccccc45)cc3)CC2)c1 (stereo not drawn)	-14	0.6	6	-2	9	-12	-8	7	3
CC1CN(C(=S)Nc2ccccc2)C(C)CN1C=O (stereo not drawn)	-15	0.2	0	-1	-6	x	x	2	-3
Cc1noc(C)c1S(=O)(=O)N(C)CC(=O)Nc1ccc(F)cc1	-16	0.6	8	-2	15	-12	-13	2	-20
COc1cc(C(=O)/C=C/c2cccnc2)c([N+](=O)[O-])cc1OC	5	0.3	1	-4	-13	-7	-8	15	-14
Cn1c(=O)c(C(=O)CSc2nnc(Nc3ccccc3)s2)c(N)n(Cc2ccccc2)c1=O	-18	0.7	2	0	-10	-31	-9	19	-22
CCCCOc1ccc(Cc2c(Cl)nc(SC)nc2N2CCOCC2)cc1	5	-0.1	0	-3	-6	-20	-3	-2	2
Cc1cccc(-n2c(SCC(=O)NCC3CCCO3)nc3ccccc3c2=O)c1C (stereo not drawn)	-11	0.8	7	-2	0	-21	0	23	-14
CN(C)c1cc[n+](CC(=O)Nc2ccc(Cl)c([N+](=O)[O-])c2)cc1	13	0.5	0	-9	-2	-6	3	6	-4
O=c1c2ccccc2sn1-c1ccc(S(=O)(=O)N2CCCCC2)cc1	-1	0.2	4	-4	0	0	-5	-12	6
Cc1cccc(NC(=O)CNC(=O)COc2ccc(-c3ccc(C#N)cc3)cc2)c1C	3	1.2	11	3	6	-4	-4	18	-4
COc1ccc(/C=C/C(=O)OCC(=O)NCc2ccccc2)cc1OC	-14	-0.3	0	-5	9	-6	-6	2	7
COc1ccc(C(=O)N/C(=C\c2ccc(Cl)cc2)C(=O)NCCN2CCOCC2)cc1	-16	0.5	6	-3	-8	x	x	26	-8
Cc1nc(SCC(=O)Nc2c(C)n(C)n(-c3ccccc3)c2=O)[nH]c(=O)c1C	-1	3.4	4	-5	-12	-4	-3	20	-8
CCOC(=O)C1(Cc2cccc(OC)c2)CCN(Cc2cccnc2)CC1	-6	0.9	5	-14	-6	-11	-6	-1	5
NNC(=S)NC1CCCCCCCCCCC1	8	-0.2	-2	-4	-20	-15	-1	-22	8
O=C(N/N=C/c1cn(-c2cccs2)nc1-c1ccccc1)c1ccccc1Cl	-3	3.6	3	-4	28	-1	-1	17	-6
CCc1nnc(N/N=C/c2ccc(O)c(OC)c2)n1N	-10	-0.1	14	-2	-8	1	1	4	1
CCNC(=O)NC(=O)COc1ccccc1C#N	12	0.3	0	-6	16	-5	-2	0	-13
CCCCSc1nnc([C@@H]2CCCN2C(=O)OC(C)(C)C)o1	-14	0.6	6	-5	7	12	-10	16	-8
Cc1cc(=O)nc2c3ccccc3n(CC(=O)NC(C)c3ccc4c(c3)OCCO4)n12 (stereo not drawn)	-3	1.6	0	1	3	-17	-7	3	-12
CN1CC(=O)N(CC(=O)Nc2ccc3c(c2)CCC3)C1=O	3	4.0	2	-3	-20	-12	2	21	-5
CC(C)COc1ccc(C(=O)OCC(=O)NCCC2=CCCCC2)cc1	-2	-0.3	1	-3	26	-29	-12	0	6
CN(C)c1ccc(/C=N/NC(=O)c2nonc2N)cc1[N+](=O)[O-]	-1	1.4	3	-6	-9	-3	-11	19	-11
CCN(Cc1cc(=O)n2ccsc2n1)Cc1nc2cc(OC)c(OC)cc2c(=O)[nH]1	-18	0.6	0	-5	-4	-1	-5	12	-8
CC(C)(C)CN1CCN(CC#Cc2ccccc2)CC1CCO (stereo not drawn)	-2	1.0	-1	-9	-3	-15	8	8	-5
Cc1csc(NC(=O)CCNC(=O)c2ccccc2Cl)n1	-8	-0.1	9	3	4	-3	-1	-5	-1
Cc1cc(NC(=O)CSc2nc(N)c(NC(=O)c3ccc(F)c(F)c3)c(=O)[nH]2)no1	7	0.4	0	-2	4	-1	2	3	6
COc1ccc([N+](=O)[O-])cc1N(CC(=O)NCCCOC(C)C)S(C)(=O)=O	-7	-0.2	1	-3	-11	-10	-5	-2	0
BrC(=C\c1ccccc1)/C=N/n1cnnc1	1	1.7	98*	11	18	x	x	3	-6
COc1ccc(-n2c(SCC(=O)Nc3cc(C)on3)nc3c([nH]c4ccccc43)c2=O)cc1OC	-6	0.5	0	-4	1	-17	-4	8	-7

10 structures already listed, sorted by count of non-hydrogen atoms, ascending:
SMILES	M1 antag	M1 ag parental	TAAR1 ag	M1 ag	TAAR1 antag	CHO parental Ca	OXTR potentiator	M1 PAM parental	CHO-K1 Ca antag
BrC(=C\c1ccccc1)/C=N/n1cnnc1	1	1.7	98*	11	18	x	x	3	-6
CCNC(=O)NC(=O)COc1ccccc1C#N	12	0.3	0	-6	16	-5	-2	0	-13
CN1CC(=O)N(CC(=O)Nc2ccc3c(c2)CCC3)C1=O	3	4.0	2	-3	-20	-12	2	21	-5
CCCCSc1nnc([C@@H]2CCCN2C(=O)OC(C)(C)C)o1	-14	0.6	6	-5	7	12	-10	16	-8
CN(C)c1ccc(/C=N/NC(=O)c2nonc2N)cc1[N+](=O)[O-]	-1	1.4	3	-6	-9	-3	-11	19	-11
CC(C)COc1ccc(C(=O)OCC(=O)NCCC2=CCCCC2)cc1	-2	-0.3	1	-3	26	-29	-12	0	6
COc1ccc([N+](=O)[O-])cc1N(CC(=O)NCCCOC(C)C)S(C)(=O)=O	-7	-0.2	1	-3	-11	-10	-5	-2	0
CCN(Cc1cc(=O)n2ccsc2n1)Cc1nc2cc(OC)c(OC)cc2c(=O)[nH]1	-18	0.6	0	-5	-4	-1	-5	12	-8
Cc1cc(=O)nc2c3ccccc3n(CC(=O)NC(C)c3ccc4c(c3)OCCO4)n12 (stereo not drawn)	-3	1.6	0	1	3	-17	-7	3	-12
COc1ccc(-n2c(SCC(=O)Nc3cc(C)on3)nc3c([nH]c4ccccc43)c2=O)cc1OC	-6	0.5	0	-4	1	-17	-4	8	-7

(cont.)
SMILES	M1 antag	M1 ag parental	TAAR1 ag	M1 ag	TAAR1 antag	CHO parental Ca	OXTR potentiator	M1 PAM parental	CHO-K1 Ca antag
CC(=O)Nc1ccc(N/C(=N\S(=O)(=O)c2ccccc2)c2ccccc2)cc1	0	0.6	3	-3	5	-13	-3	-4	-3
CCN(CC)c1ccc(/C=N/N2C(=O)c3ccccc3C2=O)cc1	-11	-0.2	-1	-8	-3	-6	-10	6	1
CCc1ccccc1N1C(=O)C(Cl)=C(N2CCOCC2)C1=O	-8	1.3	1	-5	-12	1	8	17	-9
O=c1cc(NCc2ccccc2)[nH]c(=O)[nH]1	-1	1.5	3	-4	6	2	-3	20	-14
NC(=O)c1cc(N)ccc1N1CCCC1	-11	0.0	1	-4	5	-8	-8	-4	10
O=C(Nc1cccn(Cc2c(Cl)cccc2Cl)c1=O)c1ccccc1Cl	-12	0.7	9	-7	6	-25	-21	23	-12
CC1SC(c2ccc(Cl)cc2)NC1=O (stereo not drawn)	8	-0.2	-1	0	-20	-4	-9	-6	14
Cc1ccc(-c2c(C(=O)c3ccc(Br)cc3)[nH]c(N)c2C(=O)NCc2ccc(Cl)cc2)cc1	x	0.4	4	x	0	x	x	-1	-5
Cc1cc2cc(OCc3ccccc3)ccc2n1C	5	0.9	-1	0	-1	5	0	19	-3
Cc1cccc(COC[C@H](Cc2ccccc2)N2CCN(C(=O)c3ccc(Cl)c(Cl)c3)CCC2=O)c1	x	1.1	2	x	15	x	x	5	3
C/C(CC(=O)Nc1ccc(F)cc1)=N\NC(=O)COc1ccccc1	-10	-0.4	0	-4	7	-10	-1	-8	0
CCC(C)C(=O)Nc1ccccc1N1CCN(c2ccc(F)cc2)CC1 (stereo not drawn)	-11	0.0	8	-1	0	-44	-3	0	0
COc1ccc2nc(-c3ccc(F)cc3)sc2c1	-11	2.1	2	-4	1	-8	-11	30	-10

Screening data: PubChem BioAssay, The Scripps Research Institute Molecular Screening Center
